# Screens from PubChem.
# DAX1 inh-1: inhibitors of DAX1 repression of SF-1 activated StAR promoter | inhibition, % at 6.8 µM | HEK293T StAR-luciferase reporter, SF-1/DAX-1 repression relief | AID 652010 | 1.1% of 370,000 active;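 active means inhibition above the mean over all tested compounds plus 3 SD, cut at about 3.6% in these data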;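 further: 0% = DAX-1 cells with DMSO and 100% = cells lacking DAX-1 with DMSO; higher inhibition means more luminescence from relief of DAX-1 repression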
# ssDAF-12 act: activators of S. stercoralis DAF-12 nuclear receptor; HEK293 ssDAF-12/GRIP1 lit1-tk-luc reporter, luminescence; % of 3 µM dafachronic acid response; activation, % at 6.8 µM; 1% of 370,000 active;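 active means activation above the mean over all tested compounds plus 3 SD, cut at about 0.9% in these data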;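 further: 0% = DMSO-only wells and 100% = 3 µM delta7-dafachronic acid wells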
# ADAM10 inh: ADAM10 inhibition, QFRET primary screen; inhibition, % at 7 µM; O14672; recombinant ADAM10, EDANS/DABCYL FRET peptide cleavage, 3 h; 0.62% of 370,000 active;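 active means inhibition above a per-campaign cutoff equal to the mean of compounds falling between control-based bounds plus 3 SD, cut at about 20% in these data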;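 further: 0% = DMSO wells while the 100% control is not disclosed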
# DAX1 inh-2: inhibitors of human orphan nuclear receptor DAX1 (NR0B1); HEK293 Gal4-DAX1 luciferase reporter, luminescence; inhibition, % at 6.75 µM; 0.99% of 340,000 active; AID 504766;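 active means inhibition above the mean over all tested compounds plus 3 SD, cut at about 4.2% in these data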;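 further: 0% = DAX1-transfected cells with DMSO and 100% = empty-vector control cells with DMSO; inhibition shows as a rise in luminescence from relieved DAX1 repression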
# Target sequence (P51843 207-470 limits assumed): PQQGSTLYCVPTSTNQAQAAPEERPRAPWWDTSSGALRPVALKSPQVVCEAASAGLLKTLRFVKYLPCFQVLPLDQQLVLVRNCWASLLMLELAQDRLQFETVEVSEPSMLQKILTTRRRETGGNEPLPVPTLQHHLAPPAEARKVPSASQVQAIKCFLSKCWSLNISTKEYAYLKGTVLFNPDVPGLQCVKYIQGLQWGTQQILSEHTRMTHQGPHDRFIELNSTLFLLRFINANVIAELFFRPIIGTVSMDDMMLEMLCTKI
# SMARCA2 activ: SMARCA2 function activation, primary screen; MG213 cells, MMTV-luciferase reporter, dexamethasone, overnight; AID 652017; 1% of 370,000 active; activation, % at 9.1 µM; in the data active means activation above about 7.8%;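 further: 0% = vehicle wells and 100% = reference activator wells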
# hgDAF12 agonist: agonists of H. glycines DAF-12 nuclear receptor. HEK293 GAL4-hgDAF12 UAS-luciferase reporter, agonist luminescence; normalized to butyrate control. activation, % at 6.8 µM. AID 687014. 1.8% of 370,000 active;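 active means activation above a cutoff set at the mean of all screened compounds plus 3 SD, cut at about 10% in these data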;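 further: 0% = DMSO wells and 100% = sodium butyrate wells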
# NPR1 activator: GC-A (human) enzyme activation. 0.14% of 370,000 active. AID 1671463. activation, % at 10 µM. P16066. HEK293 GC-A cells, cGMP TR-FRET, EC30 ANP; 0% at EC30 ANP, 100% saturating ANP; in the data active means activation above about 40%
# hcDAF-12 act: H. contortus DAF-12 activation, primary screen | HEK293 hcDAF-12 lit1-tk-luc reporter, luminescence; 0% DMSO, 100% Δ7-dafachronic acid | activation, % at 6.8 µM | 1.4% of 370,000 active | AID 652067;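 active means activation above the mean of all tested compounds plus 3 SD, cut at about 5.5% in these data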;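 further: 100% = response to 3 µM Δ7-dafachronic acid high control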
# ADAM17 inh: inhibits human ADAM17; P78536; recombinant ADAM17, EDANS/DABCYL FRET peptide cleavage; inhibition, % at 6.95 µM; 0.83% of 370,000 active; AID 720648;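 active means inhibition above the mean of compounds lying between control limits plus 3 SD, set per campaign, cut at about 8.5% in these data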;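 further: 0% = DMSO-only wells as the low control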
# Target sequence (P78536 215-824 limits assumed): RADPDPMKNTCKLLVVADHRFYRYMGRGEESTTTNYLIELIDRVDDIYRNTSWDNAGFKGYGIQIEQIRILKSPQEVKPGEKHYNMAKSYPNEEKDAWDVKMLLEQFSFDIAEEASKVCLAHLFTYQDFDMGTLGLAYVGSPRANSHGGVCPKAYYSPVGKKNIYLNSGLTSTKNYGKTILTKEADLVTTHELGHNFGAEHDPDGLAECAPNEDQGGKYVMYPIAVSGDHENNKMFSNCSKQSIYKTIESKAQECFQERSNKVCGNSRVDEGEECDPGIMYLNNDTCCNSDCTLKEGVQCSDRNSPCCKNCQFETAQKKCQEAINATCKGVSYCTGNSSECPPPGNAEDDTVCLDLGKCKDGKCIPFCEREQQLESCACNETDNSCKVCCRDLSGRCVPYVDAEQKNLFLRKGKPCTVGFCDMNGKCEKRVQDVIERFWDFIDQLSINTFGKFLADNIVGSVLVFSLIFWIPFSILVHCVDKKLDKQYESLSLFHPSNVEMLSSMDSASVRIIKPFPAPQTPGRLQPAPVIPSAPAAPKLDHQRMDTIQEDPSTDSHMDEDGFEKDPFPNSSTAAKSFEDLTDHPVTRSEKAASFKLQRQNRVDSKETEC
# GAA850 FXN act: activators of GAA850 frataxin (FXN) promoter. activation, % at 6 µM. AID 540364. 0.56% of 360,000 active. HEK293 lucGAA850 FXN promoter luciferase reporter, 24 h; percent of 10 µM SAHA response;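 active means activation above the average of all compounds screened plus 3 SD, cutoff fixed separately per campaign, cut at about 7.5% in these data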;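 further: 0% = DMSO wells and 100% = 10 µM SAHA wells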
# PG9 Ab binder: binds the HIV-1 gp120 antibody PG9 | AID 624416 | 0.43% of 360,000 active | TR-FRET gp120-PG9 antibody binding | inhibition, % at 6.7 µM; in the data active means inhibition above about 8.5%
# Active calls of the source: *; · = no result given.
smiles	DAX1 inh-1	ssDAF-12 act	ADAM10 inh	DAX1 inh-2	SMARCA2 activ	hgDAF12 agonist	NPR1 activator	hcDAF-12 act	ADAM17 inh	GAA850 FXN act	PG9 Ab binder
Cc1noc(C)c1S(=O)(=O)NCc1ccc(CN(C)C)cc1	-0.4	-0.5	-1	1.0	-2	-1.0	-4	-0.2	-2	-1.1	-1.0
O=C(O)c1ccc(-c2nc(-c3ccc(Cl)cc3Cl)cs2)cc1	0.8	-0.3	-2	1.6	4	8.5	36	-0.5	1	8.2*	-0.6
COc1ccc(C2c3sc(=O)[nH]c3SC3C4CCC(C4)C23)cc1 (stereo not given)	-0.4	-1.6	-1	-0.2	-1	-0.2	-7	-0.6	-2	-0.4	0.2
CC(=O)c1c(C(C)=O)c(C)n(-c2nc(-c3ccc(C)c(C)c3)c(C)s2)c1C	0.6	-1.3	-3	0.4	-2	0.3	0	-2.2	-5	-0.9	2.6
COc1cc(CN(C)CC2CCCN(CCc3cccc(C(F)(F)F)c3)C2)ccc1O (stereo not given)	-0.1	-0.5	2	0.4	-2	1.0	-5	3.7	0	-0.1	-0.6
Cn1c(N2C(=O)CC(Cc3ccccc3)C2=O)nc2ccccc21 (stereo not given)	0.1	-0.9	-8	-1.0	0	1.9	3	-0.4	-6	-1.6	0.9
C[C@H](CO)N1C[C@H](C)[C@@H](CN(C)C(=O)Cc2cccnc2)Oc2ncc(C#CCc3ccccc3)cc2C1=O	-1.2	-0.6	-5	·	-4	3.7	6	-1.8	-6	·	2.0
O=C(Nc1ccc(Br)cc1)c1cccc(N2C(=O)C3C4CCC(C4)C3C2=O)c1 (stereo not given)	-1.6	-1.8	6	-2.6	-2	-3.7	1	-2.5	1	3.2	-0.9
CCNC(=O)C1CC(=O)OC12CCCCC2 (stereo not given)	0.6	-0.9	-9	-0.5	-2	1.3	6	-1.1	6	0.8	0.0
CN1CCN(S(=O)(=O)c2cccc(C(=O)N(Cc3ccccc3)c3ccccc3)c2)CC1	0.0	-1.2	6	0.2	-2	4.2	-1	-1.8	-3	-0.7	-1.7
CCC(C)c1ccc(C(C)NC(=S)NCc2ccc(F)cc2)cc1 (stereo not given)	-0.6	-1.3	4	-0.8	-2	-1.5	-2	-1.9	6	3.0	0.2
CCC(CC)NC(=O)c1ccc2c(c1)OCCO2	-0.7	-0.9	-10	1.2	-3	1.1	4	-0.6	-3	2.3	2.5
O=C(Nc1ccc(Br)cc1F)c1ccc2c(c1)N(Cc1ccccc1)C(=O)CS2=O (stereo not given)	-0.1	-1.6	2	2.1	-4	3.4	-14	5.5	6	-2.1	-1.6
COc1ccc(OC)c(CN2CCN(C(=O)c3cccc(S(=O)(=O)Nc4ccccc4OC)c3)CC2)c1	-1.6	-1.0	-4	-0.8	-1	-2.5	0	-1.4	-2	0.7	-0.2
O=C(CNS(=O)(=O)c1cccc(C(F)(F)F)c1)Nc1ccccc1F	0.1	-0.8	-3	-0.4	-1	1.1	3	1.7	-2	-0.7	-2.7
O=C(NCCCn1ccnc1)C(=O)NCc1ccc(Cl)cc1	-0.6	-1.0	-8	0.2	-4	0.1	2	0.6	-6	1.0	-0.2
CCOC(=O)N1CCN(C(=O)C(CC(C)C)NS(=O)(=O)c2ccc3c(c2)oc(=O)n3C)CC1 (stereo not given)	-0.3	-0.3	7	2.5	2	-1.4	1	0.6	-1	-0.8	-2.6
CCN=C1NC(c2cccc(F)c2)C(C(=O)OC)=C(C)N1Cc1ccccc1C(F)(F)F (stereo not given)	0.8	-1.8	-7	·	-7	-0.7	-21	0.4	-5	·	1.3
Cc1nc(C(F)(F)F)ccc1C(=O)N1CCC1(C)C(=O)NS(=O)(=O)c1ccc(F)cc1F (stereo not given)	-0.8	-1.2	-4	·	-1	2.3	6	0.5	-2	0.8	0.9
CCOC(=O)c1c(C)[nH]c(C(=O)COC(=O)[C@H](C)N2C(=O)C3CCCCC3C2=O)c1C (stereo not given in full)	-0.2	-1.2	-14	-3.3	-1	0.9	8	0.7	-2	-0.2	0.8

# (more compounds)
smiles	DAX1 inh-1	ssDAF-12 act	ADAM10 inh	DAX1 inh-2	SMARCA2 activ	hgDAF12 agonist	NPR1 activator	hcDAF-12 act	ADAM17 inh	GAA850 FXN act	PG9 Ab binder
CCOC(=O)c1[nH]c2ccc(OC)cc2c1NC(=S)N1CCN(c2cccc(Cl)c2)CC1	0.4	-1.3	-36	-0.8	0	2.5	-2	2.8	-12	-0.5	55*
Cc1cccc(NC(=O)c2cc(Cl)nc3ccccc23)c1	-0.4	-1.6	2	-0.5	-2	-2.6	3	-1.2	-1	-1.5	0.1
O=C(CSc1nnc(-c2cccnc2)s1)Nc1cccc(C(=O)O)c1	-0.2	-0.8	-4	-0.1	-3	-1.1	1	-0.7	-4	2.1	-2.5
COc1ccc(C2(CNC(=O)C(c3ccccc3)c3ccccc3)CCOCC2)cc1OC	-0.8	-1.3	-1	0.1	2	-1.4	-27	-1.4	-3	-3.4	1.5
O=C(CSc1n[nH]c(=O)n1Cc1ccco1)Nc1ccccc1	0.4	-1.2	1	·	-2	0.2	5	-1.0	5	0.3	3.0
C=C(C)C(=O)N1CC2(CC(c3cccc(NC(=O)CC(c4ccccc4)c4ccccc4)c3)=NO2)C[C@H]1C(N)=O (stereo not given in full)	-1.2	-1.5	12	-1.8	1	-4.8	1	-2.3	4	-2.0	-2.1
CC1(C)ON=C(c2ccc(C(F)(F)F)cc2)NC1=O	0.3	-1.1	-8	·	-2	0.1	-2	-2.0	-3	-3.3	-1.2
COc1cccc(-c2cc3nc(NCc4ccc(C)cc4C)n(C)c(=O)c3s2)c1	-3.1	-0.6	-8	·	-2	-0.3	2	-0.2	-2	2.4	-1.3
COc1ccccc1NC(=O)C1=C(C)Nc2nc(-c3cccs3)nn2C1c1cccc(O)c1 (stereo not given)	-1.4	-1.9	4	-3.4	2	-3.9	-5	-2.2	3	-6.2	0.1
Cc1nc2ccccc2c(=O)n1/N=C/c1ccccc1OC(F)F	-0.1	-1.1	-4	-1.0	-1	0.4	0	-0.1	1	1.6	0.8
CCC(NC(=O)C(C)NC)C(=O)N1CCCC1C(=O)NC1CCCc2ccccc21 (stereo not given)	0.4	-1.1	-4	-0.2	3	-3.3	-2	-1.2	-3	3.3	-0.1
CN(C)c1ccc(-c2csc(C(O)c3ccc(F)c(F)c3)n2)cc1 (stereo not given)	-0.5	-1.5	4	·	0	0.7	2	1.0	0	2.0	-0.5
COc1ccccc1C(=O)N1CCN(C(=O)c2ccncc2)CC1	0.2	-1.7	-4	-0.7	0	0.5	-1	-0.1	-4	-0.6	-1.0
Cc1onc(-c2c(F)cccc2Cl)c1C(=O)Nc1ccc(Cl)c(S(=O)(=O)N(C)C)c1	-1.8	-0.9	-7	0.0	1	-0.2	1	-0.8	1	0.9	0.7
O=C(O)CSC1c2ccccc2C(=O)N1c1ccccc1 (stereo not given)	0.3	-0.9	7	0.3	-2	-3.6	-1	0.3	-7	-1.5	-0.5
Cc1cc(C(=O)NNC(=S)Nc2cccc(C(F)(F)F)c2)nn1C	0.3	-1.1	11	0.3	2	0.7	1	-1.8	-3	-0.8	-2.4
O=C(CCC(=O)OC(C(=O)c1ccccc1)c1ccccc1)Nc1ccccc1 (stereo not given)	-0.2	-1.0	-1	-1.5	-3	-1.0	-4	-0.1	-5	-3.5	0.5
O=c1c2ccccc2nnn1CSc1nc2ccccc2[nH]1	1.6	-0.8	6	2.9	14*	11*	4	0.1	-1	4.0	-2.6
COc1cccc(NS(=O)(=O)c2ccc(Br)s2)c1	0.1	-0.4	-4	-0.1	-1	-0.5	-5	0.1	-1	-0.3	-0.6
O=C(NC1CC1)C(Cl)c1ccccc1 (stereo not given)	0.4	-1.2	-5	4.0	1	-0.2	1	3.1	-1	-0.2	0.0

# Next results.
smiles	DAX1 inh-1	ssDAF-12 act	ADAM10 inh	DAX1 inh-2	SMARCA2 activ	hgDAF12 agonist	NPR1 activator	hcDAF-12 act	ADAM17 inh	GAA850 FXN act	PG9 Ab binder
CCOC(=O)CN1C(=O)N[C@@H](CCc2ccccc2)[C@@H](C(=O)OC)[C@H]1C	0.5	-1.3	-1	1.3	1	-0.4	0	-0.9	-3	-0.4	-0.3
COc1ccccc1-c1nnc(SCC(=O)Nc2nc(-c3ccccc3)cs2)n1C	-2.2	-1.9	9	-3.2	-3	-5.9	12	-3.8	5	-3.1	0.1
Cc1ccccc1N1C(=O)C(Oc2ccc(Cl)cc2)C1CNC(C)(C)C (stereo not given)	-0.3	-1.6	4	-0.4	1	-0.3	-6	1.1	3	-8.0	-2.7
Cc1cccc(CNC(=O)CCc2nnc(C3CCCCC3)o2)c1	-1.5	-1.9	-11	-1.0	4	-1.6	-6	-1.8	-3	-0.3	1.8
C=CCNc1nc(NC(C)(C)CO)nc(OC)n1	0.1	-0.7	-1	0.2	-4	0.3	0	-1.8	0	2.5	2.5
CC(C)Cn1c(=O)c(C(=O)NCc2ccccn2)c(O)c2ccccc21	-0.5	-0.8	-4	-0.2	-1	-0.3	5	0.6	-4	-0.3	2.7
Cc1cc(Cl)ccc1Oc1ncnc2onc(C)c12	-0.5	-0.9	3	3.1	-3	-0.8	-1	-0.3	2	1.2	1.2
O=C(CSc1nnc(NC(=O)C2CC(=O)N(c3ccc(F)cc3)C2)s1)NCC1CCCO1 (stereo not given)	-0.8	-0.9	-7	0.2	-1	-1.3	5	1.4	-5	-0.2	-1.4
O=C(CCN1C(=O)/C(=C/c2ccc(F)cc2)SC1=S)NCCc1cnc[nH]1	0.1	-1.0	13	-0.6	6	-1.1	-5	-0.3	-1	-0.3	-0.5
CC1(C)CC(=O)C(C=Nc2ccncc2)=C(O)C1	-0.3	-1.2	4	-0.3	-2	1.6	3	-1.5	-6	2.5	-1.9
Cc1ccc(NC(=O)CCN2C(=O)C3CCCCC3C2=O)c(O)c1 (stereo not given)	2.4	-0.5	-7	1.9	-1	3.4	1	0.3	-4	-0.6	-1.3
O=C(c1ccc(-c2ccccc2)cc1)N1CCCC1	0.7	-1.1	3	-0.1	-1	2.3	4	-1.9	1	1.4	-0.4
Cc1cc(C(=O)COC(=O)Cc2n[nH]c(=O)c3ccccc23)c(C)n1CC(F)(F)F	0.1	-1.6	0	0.2	0	-1.6	0	-2.2	1	-0.4	-0.5
O=C1CCC(C(=O)OCC(=O)c2ccccc2)N1 (stereo not given)	0.4	-1.0	-2	0.2	-6	0.5	-1	-1.1	-3	-1.1	0.2
Cc1ccccc1NC(=O)C(=Cc1ccc(C(=O)O)cc1)C(=O)Nc1ccccc1C	-3.4	-1.7	-3	-2.5	3	1.0	4	-4.3	-3	-7.8	0.4
COc1ccc(NC(=O)COC(=O)c2cc(C)oc2C)cc1OC	-0.6	-2.0	4	0.1	-2	-1.4	-3	-2.0	8	0.9	2.3
CC(C)NC(=O)COc1ccc(/C=N/NS(=O)(=O)c2ccccc2)cc1	-0.1	-0.6	-9	-0.1	0	-0.6	1	-0.5	-6	-0.3	-0.7
